OX1R antag-1: antagonists of human orexin 1 receptor (OX1R); Orexin/Hypocretin receptor type 1 (Homo sapiens), O43613; OX1R-expressing cells, FRET antagonist read-out; inhibition, % at 6.6 µM; 1.8% of 330,000 active; AID 485270, 2010; in the data active = inhibition mostly above about 38%, no sharp cut-off; inactive = mostly below about 40%;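 note: 0% = agonist challenge alone and 100% = reference antagonist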
Target sequence (O43613 whole entry, looked up): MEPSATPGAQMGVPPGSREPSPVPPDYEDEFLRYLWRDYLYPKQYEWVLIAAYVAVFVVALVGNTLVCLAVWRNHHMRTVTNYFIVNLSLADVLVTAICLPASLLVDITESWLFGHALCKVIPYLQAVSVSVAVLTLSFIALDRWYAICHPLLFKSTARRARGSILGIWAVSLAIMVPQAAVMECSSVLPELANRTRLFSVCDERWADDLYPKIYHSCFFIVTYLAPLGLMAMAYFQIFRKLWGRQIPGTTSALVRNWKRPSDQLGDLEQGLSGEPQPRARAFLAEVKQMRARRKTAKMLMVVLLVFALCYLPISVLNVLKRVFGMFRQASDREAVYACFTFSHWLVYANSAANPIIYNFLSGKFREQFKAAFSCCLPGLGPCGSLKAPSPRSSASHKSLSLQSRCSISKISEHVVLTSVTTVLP
OX1R antag-2: OX1R (HCRTR1) antagonists, primary screen, fluorescence, CHO/OX1R cells, Fluo-8 calcium, orexin A | Orexin/Hypocretin receptor type 1 (Homo sapiens), O43613 | Fluo-8 calcium fluorescence | inhibition, % at 5 µM | 0.43% of 330,000 active | AID 434989, 2010;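 active = inhibition above its plate's threshold, mean inhibition of all tested compounds on the plate plus 3 SD, cut at about 37% in these data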;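 note: 0% = orexin A challenge wells and 100% = SB-334867-A antagonist wells; not every result past the cut was called active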
The depositor's hits bear a star.

SMILES	OX1R antag-1	OX1R antag-2
O=[N+]([O-])c1ccc(O)c(C=Nc2cccc3ncccc23)c1	28	1
COCC(C)N1CCC(n2nccc2NC(=O)CCOc2ccccc2)CC1 (centres undefined)	12	-25
O=C(Nc1nc2c(F)cc(F)cc2s1)c1ccco1	14	-17
N/C(=N\OC(=O)c1ccco1)c1ccccn1	7	3
CCN(CC(=O)NCc1cccs1)C(=O)Cc1ccc(Cl)c(Cl)c1	23	-16
CCCCNC(=O)Nc1ccccc1Br	9	-7
CC(C)CNc1cc(=O)n(C)c(=O)n1C	7	-7
CCc1ccccc1NC(=O)CNC(=O)CNC(=O)c1cccs1	1	-9
COc1cc2cc(C)c(SCC(=O)N3CCOCC3)nc2cc1OC	5	-3
O=C(COC(=O)CN1C(=O)C2CCCCC2C1=O)NC1CCS(=O)(=O)C1 (centres undefined)	10	-7
CC1Cc2ccccc2N1C(=O)CSc1nnc(CNc2ccccc2)o1 (centres undefined)	17	-23
Oc1c(C=C2N=c3ccccc3=N2)sc(=S)n1C1CCCC1	8	-2
O=C(NNC(=O)C1CCCC1)c1ccccc1F	36	-9
Cc1ccc2cc(C)c3nnc(SCC(=O)N4CCCc5ccccc54)n3c2c1C	24	-26
COC(CNC(=O)c1cc(S(=O)(=O)N2CCc3ccccc32)ccc1F)OC	8	-3
CN(C(=O)Nc1ccc(Cl)cc1Cl)C1CCCC1	1	-27
CS(=O)(=O)Cc1ccc(C(=O)Nc2cccc(-c3nc4ccccc4[nH]3)c2)cc1	30	-16
O=C(COc1ccccc1)N=C1SC2CS(=O)(=O)CC2N1c1ccccc1F (centres undefined)	8	11
Cc1ccc(C(C)NC(=O)c2ccco2)cc1C (centres undefined)	9	6
NC(=O)c1ccc(-c2nnn(CC(=O)N(C3CCCCC3)C3CCS(=O)(=O)C3)n2)cc1 (centres undefined)	3	-6
CCCCCn1c(=O)[nH]c2cc(C(=O)NCc3ccco3)ccc2c1=O	5	-6
CC(NC(=O)c1ccc(F)cc1)c1ccc2c(c1)CCCC2 (centres undefined)	-22	-32
COc1ccccc1NC(=O)CCN1C(=O)c2ccccc2C1=O	7	-18
O=C(NCCNCc1cccs1)c1ccccc1F	4	-16
COc1cccc(C(=O)NCCS(=O)(=O)NCc2cccnc2)c1	13	-8
COc1cc(/C=N/N(C)C)ccc1OC(=O)c1ccco1	20	-30
Cc1cccc(N2CC34C=CC(O3)C(C(=O)O)C4C2=O)c1 (centres undefined)	26	5
CC(C)NC(=O)c1cc(-c2ccco2)on1	4	-10
COc1ccc(N2CCN(S(=O)(=O)c3ccc4c(c3)OCCO4)CC2)cc1	1	-2
Cc1ccc([C@@H]2[C@@H]3C(=O)N(c4ccccc4)C(=O)[C@@H]3[C@]3(C)C(=O)N(Cc4ccccc4)CC(=O)N23)o1	8	-22

A stretch taken from the entries so far, as a working copy:
SMILES	OX1R antag-1	OX1R antag-2
Cc1cccc(N2CC34C=CC(O3)C(C(=O)O)C4C2=O)c1 (centres undefined)	26	5
CC(C)NC(=O)c1cc(-c2ccco2)on1	4	-10
COc1ccc(N2CCN(S(=O)(=O)c3ccc4c(c3)OCCO4)CC2)cc1	1	-2
Cc1ccc([C@@H]2[C@@H]3C(=O)N(c4ccccc4)C(=O)[C@@H]3[C@]3(C)C(=O)N(Cc4ccccc4)CC(=O)N23)o1	8	-22

Next results follow.
SMILES	OX1R antag-1	OX1R antag-2
C#CCOC(=O)CCCC(=O)NCCCCCCCC	9	-12
Cc1cc(C(=O)CCC(=O)NCC2COc3ccccc3O2)c(C)s1 (centres undefined)	13	-19
O=C(c1ccc2c(=O)n3c(nc2c1)CCC3)N1CCN(S(=O)(=O)c2cccc(F)c2)CC1	1	-28
COC(=O)c1cc(-c2cccc(OC)c2)on1	18	6
CCC(C(=O)O/N=C(\N)c1ccccc1)c1ccccc1 (centres undefined)	16	-25
CN(C)c1oc(-c2ccccc2F)nc1C#N	16	-11
CC1(C)Cc2c(c(-c3ccccc3)[nH]c(=O)c2C#N)CO1	32	-16
CCN(CC)C(=O)Cn1c(=O)n(CCC(=O)Nc2ccc(F)cc2)c(=O)c2sccc21	14	-14
N#CC1(NC(=O)COC(=O)c2ncc(Cl)c(Cl)c2Cl)CCCCC1	17	-21
Cc1cc(C)n(CC(=O)N/N=C/c2cc([N+](=O)[O-])ccc2O)n1	48	-5

Retrieved by structure from above (seven):
SMILES	OX1R antag-1	OX1R antag-2
O=[N+]([O-])c1ccc(O)c(C=Nc2cccc3ncccc23)c1	28	1
O=C(NNC(=O)C1CCCC1)c1ccccc1F	36	-9
CCN(CC(=O)NCc1cccs1)C(=O)Cc1ccc(Cl)c(Cl)c1	23	-16
Oc1c(C=C2N=c3ccccc3=N2)sc(=S)n1C1CCCC1	8	-2
CN(C)c1oc(-c2ccccc2F)nc1C#N	16	-11
Cc1ccc2cc(C)c3nnc(SCC(=O)N4CCCc5ccccc54)n3c2c1C	24	-26
NC(=O)c1ccc(-c2nnn(CC(=O)N(C3CCCCC3)C3CCS(=O)(=O)C3)n2)cc1 (centres undefined)	3	-6

(list continues)
SMILES	OX1R antag-1	OX1R antag-2
O=C(CCc1ccccc1)NC1(Cc2ccccc2)CCN(CCCc2ccccc2)C1=O (centres undefined)	7	-11
O=C(Cc1cccs1)N1CCN=C1SCc1ccc(F)cc1	20	-18
S=C(NCc1ccccc1)Nc1ccc2cn[nH]c2c1	-1	-3
CCOc1[nH]n(-c2ccccc2)c(=O)c1C=NCc1cccnc1	1	-13
CNC(=O)c1cccnc1Nc1cccc(C(F)(F)F)c1	17	-24
O=C(Cn1c(C(=O)N2CCc3ccccc3C2)cc2sccc21)c1ccccc1	11	-25
O=S(=O)(c1ccc(F)c(F)c1)N1CCN(c2ccccn2)CC1	3	-10
CCN(CC)S(=O)(=O)c1ccc2oc(Nc3ccccc3)nc2c1	32	-30
CCOCCCNC(=O)Cn1cnc2c(cnn2-c2ccc(OC)cc2)c1=O	36	-14
COc1cc(C(=O)/C=C/Nc2ccc(NC(C)=O)cc2)cc(OC)c1OC	18	-22
O=C(CSc1ccc(Br)cc1)N1CCOCC1	1	-4
C[C@@H]1NC(=O)c2cc([N+](=O)[O-])cc(I)c2NCCCC[C@@H](C(N)=O)NC(=O)[C@H](CC(N)=O)NC1=O	43	-25
COc1c(C)cc(C(=O)C2CCCN(C(=O)c3cc(C)on3)C2)cc1C (centres undefined)	27	-14
COc1ccc2nc(N/C(N)=N/S(C)(=O)=O)nc(C)c2c1	21	-5
O=C(CCSCc1ccccc1Cl)NCc1cccs1	11	-19
O=c1c(Oc2ccccc2)coc2cc(O)cc(O)c12	15	9
Cc1cc(NC(=O)c2c(-c3c(F)cccc3Cl)noc2C)no1	6	-15
CCc1ccccc1NC(=O)CN(C)C(=O)CN1C(=O)NC2(CCCCCC2)C1=O	5	-8
CCN(Cc1ccccc1)C(=O)C1CCN(c2ncnc3c2nc2n3CCCCC2)CC1	0	-33
CC(C)Cc1nnc(NC(=O)CN2C(=O)NC3(CCCCC3)C2=O)s1	20	-11
Cc1ccccc1NC(=S)Nc1ccccn1	-5	-18
O=C(COc1cccnc1[N+](=O)[O-])N1CCN(S(=O)(=O)c2ccccc2)CC1	7	-23
Nc1nc(SCC(=O)Nc2ccc(Cl)cc2C(F)(F)F)n[nH]1	11	-10
O=C(c1ccc([N+](=O)[O-])cc1)n1nc(-c2ccccc2)nc1NCc1ccc(F)cc1	42	-3
COc1cc(NC(=O)c2csc(-c3ccncc3)n2)cc(C(=O)Nc2cccc(C(F)(F)F)c2)c1	27	-21
CC(C)CN(CC(C)C)C(=S)Nc1ccc(Cl)cc1	7	-12
Nc1ccc(-n2c(N)c(C(=O)NCc3ccc4c(c3)OCO4)c3nc4ccccc4nc32)cc1	31	-2
O=C(O)c1ccc(-n2cc(C(=O)c3ccccc3O)cn2)cc1	0	-8
Cc1c(NC(=O)COC(=O)COc2ccc(Nc3ccccc3)cc2)c(=O)n(-c2ccccc2)n1C	17	-7
O=C(NCc1ccccc1F)C1CC(=O)N(c2ccc3c(c2)OCCO3)C1 (centres undefined)	4	-11
C[C@@H](NC(=O)[C@@H]1Cc2ccccc2CN1)C(=O)NCC1CCCO1 (some centres undefined)	5	-4
CNC(=O)CSc1nc2sccc2c(=O)n1-c1ccccc1	8	-6
Oc1ccccc1N1CCN(c2ncnc3scc(-c4ccccc4)c23)CC1	3	-9
Cc1cccc(C)c1NC(=S)/C(=C(\[O-])c1cccs1)[n+]1ccccc1	2	-9
O=C(CN(C(=O)c1csnn1)c1ccc(F)c(Cl)c1)NC1CCCC1	1	-21
O=S(=O)(NCCC1CC1(Cl)Cl)c1ccc(Cl)cc1 (centres undefined)	1	-21
COc1ccccc1OCc1nnc(SCC(=O)N2CCCC2)o1	14	-16
COc1ccc(CCn2c(C)nc3c(c(=O)c4ccccc4n3C)c2=O)cc1	17	-19
COc1ccc(C(=O)NNC(=O)CSc2nnc(C)n2C)cc1	16	-4
COc1ccc(Cl)cc1-c1nc(SCC(=O)NC2CC2)n[nH]1	24	-7
O=C(CSc1nncc2ccccc12)N1CCOCC1	9	-4
CCCS(=O)(=O)n1nc(-c2ccc(OC)cc2OC)cc1N	8	-32
CC1CCN(C(=S)c2cn(Cc3ccccc3F)c3ccccc23)CC1	12	25
COCc1[nH]nc2c1C(c1ccc(OC)c(OC)c1)C(C#N)=C(N)O2 (centres undefined)	25	-8
CCN(CC)S(=O)(=O)c1ccc(C(=O)OCC(=O)N2CCOCC2)cc1	8	6
COCC(C)NS(=O)(=O)c1ccc(C)cc1 (centres undefined)	5	-4
O=C(N/N=C/c1ccco1)c1ccc2nc[nH]c2c1	3	-8
Cn1c(=O)c2c(nc(SCCN3CCOCC3)n2Cc2ccc(F)cc2)n(C)c1=O	0	-9
O=C1N(Cc2cccnc2)C[C@@H]2C[C@@H](c3ccccc3C(F)(F)F)N3CCC[C@@]123	8	-40
O=C1c2ccccc2C(=O)N1OCc1ccc(Cl)cc1	-85	-5

Whole records as entered above. Order of values: OX1R antag-1	OX1R antag-2
Shown for CCCS(=O)(=O)n1nc(-c2ccc(OC)cc2OC)cc1N : 8	-32
Shown for CCN(CC)S(=O)(=O)c1ccc(C(=O)OCC(=O)N2CCOCC2)cc1 : 8	6
Shown for O=C1N(Cc2cccnc2)C[C@@H]2C[C@@H](c3ccccc3C(F)(F)F)N3CCC[C@@]123 : 8	-40
Shown for COCc1[nH]nc2c1C(c1ccc(OC)c(OC)c1)C(C#N)=C(N)O2 (centres undefined) : 25	-8
Shown for O=C1c2ccccc2C(=O)N1OCc1ccc(Cl)cc1 : -85	-5

The results go on.
SMILES	OX1R antag-1	OX1R antag-2
COc1ccc(/C=C2\SC(=O)N(CC(=O)Nc3cccnc3)C2=O)cc1OC	17	-11
Cc1ccc(C2CC(c3cccs3)=NN2C(=O)CSc2nc3ccccc3o2)cc1 (centres undefined)	6	-33
COc1cccc(OC)c1OC(=O)C1CC(=O)N(c2ccc3c(c2)OCCO3)C1 (centres undefined)	9	-25
COC(=O)c1ccc2c(c1)N(Cc1nc(-c3ccc(Cl)cc3)oc1C)C(=O)C1CCCN21 (centres undefined)	11	-32
Fc1ccc(C(c2ccc(F)cc2)N2CCN(C/C=C/c3ccccc3)CC2)cc1	10	-65
CCOC(=O)N1C(=O)[C@](CC)(c2ccccc2)N1C(=O)OCC	12	-12
CN1CCC(NC(=S)NC2CC2)CC1	17	-14
Cc1cccc(NC(=O)c2cccc(C(=O)Nc3cccc(C)n3)c2)n1	11	-23
O=C(c1ccc(F)cc1)c1ccc(-c2ccc(F)cc2)nc1	11	-27
Cc1[nH]c2ccccc2c1C(=O)CN1CC(C)OC(C)C1 (centres undefined)	29	2
O=C(COc1ccc2c3c(c(=O)oc2c1)CCCC3)NCCCN1CCOCC1	16	-10
COc1ccc(OCC(=O)c2c[nH]c3ccccc23)cc1	8	-6
CN(C(=O)c1cc2ccccc2cc1O)C1CCCCC1	1	-7
CCc1cc(-c2n[nH]c(=S)n2-c2cccc(C)c2)cs1	14	-12
O=C(Nc1cc(Cl)cc(Cl)c1)Nc1cnccn1	39	30
COc1cccc(C(=O)c2c[nH]c(C(=O)NCc3ccco3)c2)c1	13	-26
CN1CCN(C(=O)CCc2ncc(C(F)(F)F)cc2Cl)CC1	18	-2
CN(C)C=Nc1ncc2c3ccccc3n(CCN(C)C)c2c1C#N	28	-12
O=C(N/N=C/c1cccs1)c1cccc(NC(=O)c2ccc(Cl)cc2)c1	24	-9
Cc1ccc(NC(=S)N(Cc2cccs2)Cc2cc3cc(C)ccc3[nH]c2=O)cc1	5	-8
Cc1occc1-c1nnc(SCC(=O)NCc2ccco2)n1CC(C)C	28	-21
CC(C)NC(=O)COC(=O)c1ccc(O)cc1	13	0
CCn1c(CSc2ncccn2)nnc1SCC(=O)N1CCc2ccccc21	-1	-25
CCCCNC(=O)c1ccccc1NC(=O)c1ccc2c(c1)OCO2	14	-31
Cc1ccc(C)c(NC(=O)CCC(=O)N2CCOc3ccccc32)c1	13	-16
CC1=CC(C)(C)N(C(=O)CSc2nnc(N)s2)c2cc(C)c(C)cc21	5	-21
S=C(NC1CCCCC1)N1CCN(Cc2ccccc2)CC1	9	-13
Clc1ccc(SCc2cc(-c3ccccc3)no2)cc1	21	-21
Cc1cc(C(=O)NC(C)C2CC2)c(Cl)cc1Cl (centres undefined)	11	-17
O=c1cc(-c2ccc([N+](=O)[O-])cc2)c2cc3c(cc2[nH]1)OCCO3	19	-6

Two entries from above, as a markdown table.
| SMILES | OX1R antag-1 | OX1R antag-2 |
| --- | --- | --- |
| CC1=CC(C)(C)N(C(=O)CSc2nnc(N)s2)c2cc(C)c(C)cc21 | 5 | -21 |
| S=C(NC1CCCCC1)N1CCN(Cc2ccccc2)CC1 | 9 | -13 |

Source: PubChem (The Scripps Research Institute Molecular Screening Center)
